Screening data as filed in PubChem.
M4 antag: CHRM4 antagonism in calcium assay; P08173; CHO-hM4 cells, ACh EC80, Fluo-8 calcium fluorescence; inhibition, % at 3 µM; 360,000 tested, 0.73% active;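 active = inhibition above its plate's cutoff, the mean inhibition of sample wells plus 3 SD, cut at about 27% in these data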;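 also: 0% = acetylcholine EC80 with DMSO and 100% = DMSO without agonist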
Target sequence (P08173 whole entry, looked up): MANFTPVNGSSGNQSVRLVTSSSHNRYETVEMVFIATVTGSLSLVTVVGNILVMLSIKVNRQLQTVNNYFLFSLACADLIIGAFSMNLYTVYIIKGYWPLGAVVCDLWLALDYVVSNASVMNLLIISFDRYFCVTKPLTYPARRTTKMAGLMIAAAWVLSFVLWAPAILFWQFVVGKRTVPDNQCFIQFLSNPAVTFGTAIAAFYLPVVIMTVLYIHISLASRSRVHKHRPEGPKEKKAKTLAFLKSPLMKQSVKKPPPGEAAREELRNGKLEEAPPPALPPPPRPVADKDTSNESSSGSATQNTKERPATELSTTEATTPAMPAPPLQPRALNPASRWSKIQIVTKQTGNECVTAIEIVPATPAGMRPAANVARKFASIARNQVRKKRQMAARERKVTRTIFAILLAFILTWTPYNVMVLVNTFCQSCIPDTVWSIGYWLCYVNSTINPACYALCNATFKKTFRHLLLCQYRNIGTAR
M5 PAM: positive allosteric modulators of human muscarinic M5 receptor; P08912; CHO-K1 hM5, Fluo-8 calcium, ACh EC20 PAM; 0% = ACh EC20, 100% = ACh EC100; activation, % at 3 µM; 360,000 tested, 0.3% active;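 active = activation above the run cutoff, the mean activation of all test compounds plus 3 SD, cut at about 18% in these data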
Target sequence (P08912 whole entry, looked up): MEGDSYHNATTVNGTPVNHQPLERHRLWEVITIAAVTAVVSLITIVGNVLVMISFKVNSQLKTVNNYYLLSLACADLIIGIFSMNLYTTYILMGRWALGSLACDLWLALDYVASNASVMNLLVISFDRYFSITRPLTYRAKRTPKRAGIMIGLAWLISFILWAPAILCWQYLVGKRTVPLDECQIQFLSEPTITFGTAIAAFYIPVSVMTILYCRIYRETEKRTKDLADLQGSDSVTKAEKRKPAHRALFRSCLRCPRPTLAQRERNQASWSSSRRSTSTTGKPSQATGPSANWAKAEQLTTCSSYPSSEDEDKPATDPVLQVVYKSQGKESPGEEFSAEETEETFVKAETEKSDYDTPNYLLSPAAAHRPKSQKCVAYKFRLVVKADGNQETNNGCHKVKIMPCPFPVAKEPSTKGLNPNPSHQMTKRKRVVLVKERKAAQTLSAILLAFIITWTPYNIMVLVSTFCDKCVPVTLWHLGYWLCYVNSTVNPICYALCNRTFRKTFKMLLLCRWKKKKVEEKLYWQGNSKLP
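Replicates: One well per compound, no replicates | System: Human M5 receptor in CHO-K1 cells | Benchmarks: Low control EC20 acetylcholine (0%), high control EC100 acetylcholine (100%) | Probe or stimulus: Acetylcholine, EC20 level | Times: Fluo-8 loading 80 min at 37 °C plus 30 min room temperature | Signal: Intracellular calcium via Fluo-8 fluorescence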
CHRM5 antagonist: antagonists of human muscarinic M5 receptor (CHRM5) | CHO-hM5 cells, Fluo-8 calcium fluorescence, ACh EC80 | inhibition, % at 3 µM | 360,000 tested, 0.59% active;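 active = inhibition above a per-plate cutoff, the mean of that plate's test compounds plus 3 SD, cut at about 27% in these data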;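 also: 0% = acetylcholine EC80 with DMSO and 100% = DMSO without agonist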
CHO-K1 Ca PAM: M1 PAM counterscreen hit in parental CHO-K1 cells. 360,000 tested, 0.02% active. AID 602247. ATP EC20, Fluo-8 calcium fluorescence; 0% at ATP EC20, 100% at ATP max. activation, % at 3 µM;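 active = activation above the run cutoff, the mean activation of all test compounds plus 3 SD, cut at about 40% in these data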;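 also: peak over basal fluorescence ratio in a 140 s read after ATP addition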
CHO-K1 Ca antag: M1 antagonist counterscreen hit in parental CHO-K1 cells. ATP-induced calcium, Fluo-8 fluorescence. inhibition, % at 3 µM. 360,000 tested, 0.6% active. AID 602250;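 active = inhibition above a per-plate cutoff, the plate's mean sample inhibition plus 3 SD, cut at about 24% in these data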;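 also: 0% = DMSO plus EC80 ATP and 100% = DMSO alone without ATP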
CHRM4 agonist: agonists of human muscarinic M4 receptor (CHRM4). P08173. CHO-K1 hM4/Gqi5, Fluo-8 calcium fluorescence; vehicle 0%, full acetylcholine response 100%. activation, % at 3 µM. 360,000 tested, 0.14% active. AID 624127;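 active = activation above the run mean over all test wells plus 3 SD, cut at about 32% in these data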;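 also: peak over basal fluorescence ratio per well then scaled between controls; 0% = DMSO wells and 100% = acetylcholine at EC100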
M5 ag: CHRM5 agonism in calcium assay | P08912 | CHO-K1 hM5 cells, Fluo-8 calcium fluorescence; 0% DMSO wells, 100% maximal acetylcholine response | activation, % at 3 µM | 360,000 tested, 0.19% active;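 active = activation above the run's mean over test compounds plus 3 SD, cut at about 23% in these data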;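 also: signal is peak over basal fluorescence ratio across the kinetic read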
CHRM4 PAM: potentiates acetylcholine response at human M4 receptor; P08173; CHO-K1 hM4/Gqi5, Fluo-8 calcium fluorescence, ACh EC20; 0% = ACh EC20, 100% = maximal ACh; activation, % at 3 µM; 360,000 tested, 0.4% active;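 active = activation above its plate's cutoff, the mean activation of sample wells plus 3 SD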; also: some results filed as inactive read as strong as hits
CHO-K1 Ca ag: M1 agonist counterscreen hit in parental CHO-K1 cells. 360,000 tested, 0.48% active. activation, % at 3 µM. Fluo-8 calcium fluorescence; scaled to maximal ATP response, vehicle zero. AID 602248; in the data active = activation above about 15%;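 also: untransfected CHO-K1 host cells lacking M1 receptor as counterscreen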
* marks the source's active call; other numbers are inactive results; · = not tested or not shown. Random draw from the library; overall some 2.7% were active at least once.

Start of the listing, in advance:
Structure,M4 antag,M5 PAM,CHRM5 antagonist,CHO-K1 Ca PAM,CHO-K1 Ca antag,CHRM4 agonist,M5 ag,CHRM4 PAM,CHO-K1 Ca ag
C[C@H](NC(=O)C1CCN(S(=O)(=O)c2ccccc2)CC1)C(=O)NCc1ccc(F)cc1,4,2,-4,9,-8,2,-2,-1,0.5
COC(=O)c1cn(C(=O)c2cc(OC)cc(OC)c2)c2ccccc12,-6,-2,-3,-6,5,1,0,4,-0.3

Results, from the start:
Structure,M4 antag,M5 PAM,CHRM5 antagonist,CHO-K1 Ca PAM,CHO-K1 Ca antag,CHRM4 agonist,M5 ag,CHRM4 PAM,CHO-K1 Ca ag
C[C@H](NC(=O)C1CCN(S(=O)(=O)c2ccccc2)CC1)C(=O)NCc1ccc(F)cc1,4,2,-4,9,-8,2,-2,-1,0.5
COC(=O)c1cn(C(=O)c2cc(OC)cc(OC)c2)c2ccccc12,-6,-2,-3,-6,5,1,0,4,-0.3
O=[N+]([O-])c1ccc(NC(=S)NCc2ccncc2)cc1,2,-14,12,0,10,12,8,-1,7.5
CN(C(=O)/C=C/c1cnc2ccccc2c1)C1CCCCC1,0,1,7,4,0,2,1,4,0.8
Cc1ccc(S(=O)(=O)N2C[C@H]3[C@H]4C(=O)N(Cc5ccccc5)C(=O)[C@H]4CC(=O)[C@H]3[C@@H]2c2cccc3ccccc23)cc1,-8,4,-6,6,5,0,2,-3,0.2
CCOC(=O)N1CCN(C(=O)c2ccc(N(Cc3ccc(C)cc3)S(C)(=O)=O)cc2)CC1,-18,2,-6,8,-7,4,3,10,2.6
COc1ccccc1CCNS(=O)(=O)c1cn(C)nc1C,8,-7,-1,-9,6,1,-2,3,0.1
COc1ccc(N2CCN(S(=O)(=O)c3ccc(OC)c(C(=O)N4CCCC4)c3)CC2)cc1,-11,1,4,-7,-7,3,-3,4,2.6
COc1ccc2nc(NC(=O)CSc3cn[nH]n3)sc2c1,-2,-2,-7,12,-22,3,-3,-5,2.3
CCCNNC(=O)C(O)(c1cccc(C)c1)c1cccc(C)c1,3,2,2,-1,9,1,-2,3,-0.1
Cc1ccn2c(=O)c(NC(=O)c3ccc(Br)o3)c(C)nc2c1,7,-7,2,-23,6,1,0,23*,-0.1
O=C1CCC(c2ccccc2)N1c1ccccc1 (stereo unspecified),-1,-2,12,22,-6,-1,0,0,0.6
Cc1ccccc1CN(c1ccc(C(=O)NCCC2=CCCCC2)cc1)S(C)(=O)=O,11,-4,7,17,1,2,0,-2,2.8
Cc1ccc(OCC(O)CN2CCN(Cc3ccc4c(c3)OCO4)CC2)cc1C (stereo unspecified),-7,-2,7,9,0,3,-6,-2,1.2
Nc1nnc(SCc2ccc(Cl)cc2)s1,8,-10,6,-8,20,0,-4,-2,0.6
CCCC(=O)c1c(C)c2ccccc2n1C,7,1,3,16,-1,0,1,-4,0.3
COCc1ccc(C(=O)Nc2ccc(C(=O)O)cc2)o1,0,-3,5,10,-1,1,0,-16,6.6
COc1cccc(OC)c1CN(C)C(=O)c1cnccc1C(F)(F)F,-2,12,-7,2,3,1,5,2,0.5
CC1(C)CC2C1CCC1(O)CC2(C)CCC1N(O)c1ccc(C(=O)NCCO)cn1 (stereo unspecified),-11,1,3,14,-14,12,-1,-3,1.7
O=S1(=O)CCO[C@H]2Cc3ccccc3[C@H]2N1Cc1cccc(Cl)c1,-9,0,5,5,-3,-2,-7,-2,-1.3
Cc1cc(C)nc(NS(=O)(=O)c2ccc(N=NN(C)C)cc2)n1,-25,6,-1,21,-14,2,-2,2,0.7
CCc1ccc(NC(=O)CCc2nnc3ccc(N4CCCC4)nn23)cc1,-2,-6,6,11,-12,8,0,-5,2.6
CCC(Oc1ccc(F)cc1)C(=O)N1CCCCCCC1 (stereo unspecified),2,-3,5,23,-8,0,6,-3,0.3
COc1cccc(CNS(=O)(=O)c2ccc3c(c2)CCN3C(=O)C2CC2)c1,-10,-8,1,4,9,10,0,-4,3.0
CCOP(=O)(c1ccc(N(C)C)cc1)C(O)c1ccccc1OC (stereo unspecified),-4,0,-5,25,-6,1,-1,7,2.1
CC(C)[C@H](NC(=O)c1ccccc1F)C(=O)NNC(=O)c1cccs1,6,-1,19,22,-10,0,-1,4,0.2
CCCOc1ccc(N2C(=O)CC(SCC(N)C(=O)OCC)C2=O)cc1 (stereo unspecified),-3,-2,2,32,-10,2,-1,2,1.1
C=CCN1C(=O)/C(=C\C=C2\N(C)c3ccccc3C2(C)C)SC1=S,-9,7,-8,15,4,3,1,0,1.6
Cc1cc(Br)ccc1OCCCCN1CCC(C)CC1,11,-17,5,-2,5,9,-6,-19,2.5
CCCCn1c(CNC(C)=O)nc2ccccc21,-6,-3,-1,16,11,0,0,-1,0.5
Cc1cccc(-c2nnc(-c3cccc(NC(=O)Cc4cccs4)c3)o2)c1,1,-21,23,-1,1,6,1,-10,2.5
O=C(NCCN1CCOCC1)c1ccccc1Cl,-1,3,5,15,-10,1,1,5,0.8
COc1cccc(-c2cc(C(=O)Nc3c(C)nn(Cc4ccccc4)c3C)no2)c1,10,-11,18,3,-6,7,-4,-12,4.9
CCn1c(SCC(=O)Nc2cc(C)on2)nnc1-c1ccccc1,4,7,-1,9,-2,1,-3,9,1.1
O=C(Nc1ccc(CN2CCOCC2)cc1)c1cc2ccccn2n1,5,-7,6,-3,18,9,4,-7,1.7
COc1ccc(C(CNC(=O)CNC(=O)c2cccc(C)c2)N2CCOCC2)cc1 (stereo unspecified),9,1,5,10,-14,1,2,3,0.7
COc1ccc(CC(=O)NN2C(=O)c3ccccc3C2=O)cc1,-2,0,-7,16,-1,2,-1,7,0.0
COc1cc(C(=O)NNC(=O)CSc2nnc3ccccn23)cc(OC)c1OC,8,6,1,11,-8,1,1,4,0.7
Cc1ccnc(NC(=O)c2ccc(COc3ccc(Cl)cc3)o2)c1,-12,-8,5,9,2,1,-5,0,0.1
COCC(=O)Nc1nc2n(n1)C(c1ccccc1)CC(c1ccc(OC)cc1)N2 (stereo unspecified),11,-6,10,-4,0,0,-1,13,0.3
CC1CCc2c(sc(NC(=O)CSc3nnc(-c4ccccc4)o3)c2C#N)C1 (stereo unspecified),-7,9,-6,16,-4,1,3,5,-0.1
Cc1cc(N=O)c(C)cc1O,2,-2,8,2,5,0,3,2,-0.3
CC(Sc1nnc(CC(C)c2ccccc2)n1N)C(N)=O (stereo unspecified),1,-4,13,11,-10,1,-1,1,1.8
Brc1ccc2nc(N3CCCC3)sc2c1,2,9,1,16,-9,3,5,-3,3.7
COc1ccc(Nc2nc(-c3cccs3)nc3ccccc23)cc1,11,-8,16,20,-5,2,-4,-7,0.2
CC1CCN(S(=O)(=O)c2cn(C)c(=O)n(C)c2=O)CC1,0,-8,6,8,-2,7,2,-3,2.4
COc1ccc(CN2C(=O)CN(S(C)(=O)=O)CC2(C)C(=O)Nc2c(C)cccc2C)cc1OC (stereo unspecified),-3,4,-3,·,·,2,2,18,·
CCCOc1ccc(-c2c(C(=O)N/N=C/c3ccncc3)nnn2-c2nonc2N)cc1,0,-5,7,24,-11,5,-7,0,2.1
COC(=O)c1ccc(C(NC(=O)OCc2ccccc2)/C(F)=C/[C@@H](C)C(=O)O)cc1 (stereo partly specified),5,8,12,19,-8,2,-1,4,0.0
COC(=O)C1=C(N)Oc2c(oc(CO)cc2=O)C1c1ccccc1F (stereo unspecified),-1,7,-8,27,-17,0,-3,2,0.8

For convenience, 13 of the compounds above:
Structure,M4 antag,M5 PAM,CHRM5 antagonist,CHO-K1 Ca PAM,CHO-K1 Ca antag,CHRM4 agonist,M5 ag,CHRM4 PAM,CHO-K1 Ca ag
COc1ccc(C(CNC(=O)CNC(=O)c2cccc(C)c2)N2CCOCC2)cc1 (stereo unspecified),9,1,5,10,-14,1,2,3,0.7
COc1ccc(CC(=O)NN2C(=O)c3ccccc3C2=O)cc1,-2,0,-7,16,-1,2,-1,7,0.0
COc1cc(C(=O)NNC(=O)CSc2nnc3ccccn23)cc(OC)c1OC,8,6,1,11,-8,1,1,4,0.7
Cc1ccnc(NC(=O)c2ccc(COc3ccc(Cl)cc3)o2)c1,-12,-8,5,9,2,1,-5,0,0.1
COCC(=O)Nc1nc2n(n1)C(c1ccccc1)CC(c1ccc(OC)cc1)N2 (stereo unspecified),11,-6,10,-4,0,0,-1,13,0.3
CC1CCc2c(sc(NC(=O)CSc3nnc(-c4ccccc4)o3)c2C#N)C1 (stereo unspecified),-7,9,-6,16,-4,1,3,5,-0.1
Cc1cc(N=O)c(C)cc1O,2,-2,8,2,5,0,3,2,-0.3
CC(Sc1nnc(CC(C)c2ccccc2)n1N)C(N)=O (stereo unspecified),1,-4,13,11,-10,1,-1,1,1.8
Brc1ccc2nc(N3CCCC3)sc2c1,2,9,1,16,-9,3,5,-3,3.7
COc1ccc(Nc2nc(-c3cccs3)nc3ccccc23)cc1,11,-8,16,20,-5,2,-4,-7,0.2
CC1CCN(S(=O)(=O)c2cn(C)c(=O)n(C)c2=O)CC1,0,-8,6,8,-2,7,2,-3,2.4
COc1ccc(CN2C(=O)CN(S(C)(=O)=O)CC2(C)C(=O)Nc2c(C)cccc2C)cc1OC (stereo unspecified),-3,4,-3,·,·,2,2,18,·
CCCOc1ccc(-c2c(C(=O)N/N=C/c3ccncc3)nnn2-c2nonc2N)cc1,0,-5,7,24,-11,5,-7,0,2.1

Remaining list, next part
Structure,M4 antag,M5 PAM,CHRM5 antagonist,CHO-K1 Ca PAM,CHO-K1 Ca antag,CHRM4 agonist,M5 ag,CHRM4 PAM,CHO-K1 Ca ag
Cc1cc(=O)c(C(=O)O)c(C)n1-c1ccccc1,-8,2,0,0,1,1,1,2,0.3
O=C(Nc1ccccc1)N1N=C(c2ccc(F)cc2)CC1c1ccc(F)cc1 (stereo unspecified),-9,7,0,16,-6,0,-3,3,0.7
Clc1ncnc2c1oc1ccccc12,-14,6,-19,21,-19,1,-7,7,0.7
CCOC(=O)N1CCN(c2c(NCCN3CCCCC3CC)c(=O)c2=O)CC1 (stereo unspecified),-5,-4,5,12,2,0,-2,4,-0.2
C[C@@H]1CN([C@@H](C)CO)C(=O)CCCn2nncc2CO[C@H]1CN(C)Cc1ccc2c(c1)OCO2,-6,-1,4,8,7,0,2,2,0.2
COc1cc(CNC2CCCCC2OC)cc(OC)c1OC (stereo unspecified),-5,-8,-4,10,-6,1,-1,-3,0.4
C[C@@]12CCC=C[C@H]1[C@H](c1ccc3ccccc3c1)N(Cc1ccccc1)C2=O,-12,-3,10,15,-2,1,4,10,-0.8
CCOC(=O)C1(Cc2ccc(Cl)cc2)CCN(C(=O)c2cscn2)CC1,-6,4,0,28,-21,2,2,-1,1.7
COc1ccc(C(=O)Oc2c(OC)cc(C(=S)N3CCOCC3)cc2OC)cc1,7,-4,5,-17,4,3,3,-6,1.2
Cc1ccc(SCc2cc(-c3ccc(Cl)cc3)no2)cc1,-9,-3,6,6,-2,0,-2,7,0.8
